Screens as filed in PubChem BioAssay.
PABP1 MLLE inh: inhibitors of microRNA-mediated deadenylation, human PABP1 MLLE binding | AID 588489 | 360,000 tested, 0.36% active | GST-MLLE / FITC-PAM2 fluorescence polarization | P11940 | inhibition, % at 20 µM; in the data active means inhibition above about 35%, passing the limit was not always enough;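 further: plate controls were DMSO wells with GST-MLLE for no effect and wells lacking GST-MLLE protein for full effect; some results filed as inactive read as strong as hits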
CSN inh: blocks human CSN-mediated cullin deneddylation; Q92905; Purified CSN, SCF-Nedd8-OG deneddylation, fluorescence polarization; inhibition, % at 12.5 µM; 360,000 tested, 0.38% active; AID 651999;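 active means pattern-corrected inhibition above about 35%, with an unprinted fluorescence ratio check between 0.5 and 1.5, limit read from the data, passing the limit was not always enough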;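 further: 0% = enzyme with substrate and 100% = substrate without enzyme; some results filed as inactive read as strong as hits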
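assay system = purified human Csn5 enzyme expressed in HEK293T cells | amount = 0.24 nM enzyme | buffer or medium = Tris/NaCl/DTT buffer, pH 7.5 | reagent = 10 nM SCFSkp2-Nedd8OG | compound = one concentration, 12.5 µM, 0.25% DMSO | times = 90 min reaction at room temperature | signal = FP | read-out basis = % inhibition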
FAS-TE inh: FAS thioesterase (human) inhibition; P49327; recombinant FAS-TE, OMFH fluorogenic substrate, fluorescence endpoint; inhibition, % at 15 µM; 360,000 tested, 0.67% active;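 active means compounds whose normalised, plate-corrected inhibition of enzyme fluorescence in the single-dose primary screen is 50% or more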;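 further: 0% = DMSO with enzyme and 100% = substrate without enzyme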
SKN-1 inh: C. elegans SKN-1 inhibition | C. elegans VP596 Pgst-4::GFP/RFP ratio, acrylamide-induced, 24 h | 360,000 tested, 0.49% active | inhibition, % at 21.8 µM | AID 624304;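 active means interference check ratio from 0.5 to 1.5 plus GFP to RFP signal ratio inhibition reaching or exceeding a fixed threshold, cut at about 30% in these data, passing the limit was not always enough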; further: some compounds called inactive have numbers as strong as hits
Neddylation inh: cullin neddylation inhibition. AID 651699. calls only at 25 µM. TR-FRET cullin neddylation, biochemical. 360,000 tested, 0.58% active. P61081+Q13564; in the data active means inhibition above about 36%
Target sequence (P61081 whole entry, looked up): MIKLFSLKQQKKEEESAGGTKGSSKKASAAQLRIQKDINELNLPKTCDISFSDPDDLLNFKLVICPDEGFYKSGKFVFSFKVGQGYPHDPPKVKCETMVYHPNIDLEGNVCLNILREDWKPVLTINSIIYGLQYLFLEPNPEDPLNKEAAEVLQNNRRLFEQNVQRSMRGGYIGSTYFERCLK
Target sequence (Q13564 whole entry, looked up): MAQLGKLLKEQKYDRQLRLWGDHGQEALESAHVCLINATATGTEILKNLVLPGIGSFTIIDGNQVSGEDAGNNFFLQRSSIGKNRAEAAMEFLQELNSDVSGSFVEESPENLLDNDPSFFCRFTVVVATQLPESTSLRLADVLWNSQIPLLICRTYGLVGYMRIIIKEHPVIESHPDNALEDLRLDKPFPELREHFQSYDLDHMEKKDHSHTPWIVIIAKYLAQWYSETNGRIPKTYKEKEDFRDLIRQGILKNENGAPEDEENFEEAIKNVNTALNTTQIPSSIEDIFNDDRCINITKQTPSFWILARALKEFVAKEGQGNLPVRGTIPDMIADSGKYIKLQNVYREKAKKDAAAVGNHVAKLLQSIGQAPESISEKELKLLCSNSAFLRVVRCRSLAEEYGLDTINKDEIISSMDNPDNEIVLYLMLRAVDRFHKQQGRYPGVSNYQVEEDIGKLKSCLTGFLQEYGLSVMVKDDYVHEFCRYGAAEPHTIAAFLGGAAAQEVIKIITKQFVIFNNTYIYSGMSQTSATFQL
NadD inh: NadD (S. aureus) enzyme inhibition; purified NadD enzyme, colorimetric absorbance read-out; inhibition, % at 20 µM; 360,000 tested, 0.78% active; AID 602399; in the data active means inhibition above about 26%; further: some compounds past the cut are filed as inactive
MT1-MMP act inh: MT1-MMP (human) activation inhibition. P50281. GFP/RFP ratio change, % at 20 µM. 360,000 tested, 0.061% active. HT1080 RFP-PRO-GFP cells, GFP/RFP ratio fluorescence, overnight; percent of plate control window, DMSO zero;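 active means GFP/RFP ratio change of at least 30% with cell ATP level not reduced by more than half and red fluorescence within 50% of control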; further: strong numbers were not always called active
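Assay system: HT1080 RFP-PRO-GFP cells | Dosing: 20 µM single dose, 1% DMSO | Incubation: Cells overnight before dosing, compound overnight, 37 °C, 5% CO2 | Evaluation: GFP/RFP fluorescence ratio | Control set: DMSO-only wells and HT1080 RFP-L50D-GFP cell wells as references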
Rin1 Abl inh: human Rin1-Abl interaction inhibition; TR-FRET Rin1/Abl binding, biochemical; 360,000 tested, 0.4% active; AID 588664; P00519+Q13671; inhibition, % at 7.35 µM; in the data active means inhibition above about 5%, passing the limit was not always enough
Rpn11 inh: inhibitors of human proteasome Rpn11; human 26S proteasome, Ub4-pepOG fluorescence polarization; 20S core pre-blocked with epoxomicin; calls only at 20 µM; 360,000 tested, 0.59% active;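 active means inhibition at 20 µM, scaled to each plate's controls, above about 33%, limit read from the data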
Target sequence (O00487 whole entry, looked up): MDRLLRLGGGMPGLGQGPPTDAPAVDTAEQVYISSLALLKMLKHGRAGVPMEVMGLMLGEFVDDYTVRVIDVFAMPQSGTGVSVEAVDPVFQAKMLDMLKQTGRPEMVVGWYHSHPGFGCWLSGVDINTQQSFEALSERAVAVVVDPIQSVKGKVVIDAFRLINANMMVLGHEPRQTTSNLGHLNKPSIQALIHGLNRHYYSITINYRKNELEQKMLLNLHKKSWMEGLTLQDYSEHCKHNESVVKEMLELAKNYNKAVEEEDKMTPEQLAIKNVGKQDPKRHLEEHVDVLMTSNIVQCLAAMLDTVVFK
Numbers without * were called inactive; i = inactive; x = no result given; + = active, no number.

SMILES	PABP1 MLLE inh	CSN inh	FAS-TE inh	SKN-1 inh	Neddylation inh	NadD inh	MT1-MMP act inh	Rin1 Abl inh	Rpn11 inh
C=CCNC(=O)c1ccc(Sc2ccccc2)c([N+](=O)[O-])c1	0	2	7	31	i	-3	2	-3	i
COc1ccc(C(=O)N2CCN=C2SC)cc1OC	6	3	-11	-3	i	5	7	-3	i
CCOC(=O)c1ccc(S(=O)(=O)N2CCN(S(=O)(=O)CC)CC2)cc1	7	3	-6	26	i	7	1	0	i
Cc1ccc(S(=O)(=O)N[C@H](C(=O)OCC(=O)N2N=C(c3ccc(Cl)cc3)CC2c2ccco2)C(C)C)cc1 (some centres not stated)	-4	-7	28	11	i	8	-6	0	i
Cc1ccc(C(=O)CNc2ccccc2C)cc1	11	-1	10	-6	i	-3	5	0	i
COC(=O)c1sccc1NC(=S)N1CCN(c2ccc(F)cc2)CC1	-37	-2	21	-1	i	-1	0	-2	i
Cc1cccc2sc(NC(=O)C3CSC4(C)CCC(=O)N34)nc12 (configuration not stated)	1	-3	1	5	i	4	-8	-2	i
COc1ccc(/C=C/CN2CCN(Cc3cccc(OC)c3)C(CCO)C2)cc1 (configuration not stated)	-2	16	-2	-4	i	-7	-2	-2	i
CN(CC(=O)Nc1ccccc1Br)C(=O)c1cccc(S(=O)(=O)N2CCc3ccccc32)c1	0	2	15	-3	i	0	0	2	i
Cc1ccc(COC(=O)CN2C(=O)NC3(CCCCC3C)C2=O)cc1 (configuration not stated)	-8	-1	-3	13	i	3	1	1	i
CC1Cc2ccccc2N1C(=O)c1nn(C)cc1Br (configuration not stated)	-4	-16	-6	3	i	-3	-1	-5	i
O=C(Nc1ccc(Cl)cc1)N1CCN(c2ncccn2)CC1	1	10	-1	1	i	-5	0	1	i
CC(C)CN(CCNC(=O)c1cn(C)c2ccc(S(=O)(=O)N3CCCC3)cc2c1=O)CC(C)C	-1	1	-6	8	i	2	-3	-3	i
C/C(=N/NC(=O)CNC(=O)C(c1ccccc1)c1ccccc1)c1ccco1	3	0	-5	6	i	-1	3	-2	i
CCCCC[C@@H](C)N1C[C@@H](COCc2ccccc2)Oc2cc(N3CC[C@@H](N(C)C)C3)ccc2S1(=O)=O	x	0	15	-5	i	7	7	x	x
CCOC(=O)Cn1ccc(NC(=O)COc2ccc(F)cc2F)n1	-4	0	-4	-2	i	-6	2	1	i
Cc1oc2c(C)c3oc(=O)c(CCC(=O)NCCCn4ccnc4)c(C)c3cc2c1C	12	4	-11	6	x	9	-1	-4	i
CCCCNC(=O)CSc1nc(CCC)nc2ccccc12	5	-3	-1	-1	i	0	2	-31	i
CC(C)CC1OC(C(C)C)Cc2[nH]c(=S)[nH]c(=O)c21 (configuration not stated)	x	1	-6	0	i	7	-3	x	x
COc1ccc(-c2coc3c(C(=O)Nc4ccc(OC)nc4)cccc23)c(C)c1	-13	-1	21	12	i	0	-6	-2	i
O=C(O)C1CCC(CNS(=O)(=O)c2ccc(Cl)cc2)CC1 (configuration not stated)	-4	1	-3	9	i	1	3	0	i
CCOC1=NN(c2ccccc2)C(=O)/C1=C\N(C)C	-10	-3	-5	0	i	2	1	3	i
O=C1c2cccnc2C(Nc2cccc(F)c2)N1Cc1ccco1 (configuration not stated)	-12	-2	-6	9	i	0	0	-5	i
CNC(=S)Nc1ccc(Br)cc1	-16	-5	-15	3	i	-6	1	2	i
O=C(O)c1cn2c3c(ccc(Cl)c3c1=O)OCC2	3	1	-3	-11	x	-4	2	1	i
CCCc1nn(-c2cc(Cl)ccc2OC)c2c1C(=O)CCC2	-12	5	1	14	i	-2	1	0	i
COc1ccc(CC(=O)OCC(=O)NC(=O)Nc2ccccc2F)cc1	11	-3	-6	-15	i	-4	-1	8.9*	i
Cc1cc(=O)oc2ccc(OC(C)C(=O)O)cc12 (configuration not stated)	10	-10	-12	6	+	-6	-1	-4	i
CCc1ccccc1N1C(=O)CC(Sc2nccc(C)n2)C1=O (configuration not stated)	20	-1	-4	13	i	-8	-3	-1	i
Cc1cccc(COc2ccccc2/C=N/Nc2ccc([N+](=O)[O-])cc2)c1	-111	22	15	-18	i	-7	-80	-1	x
CC(=O)c1ccc(N2Cc3ccccc3C2=NC(=O)c2cccs2)cc1	-9	2	15	9	i	-1	-4	-1	i
O=C(C1CCN(C2CCN(C/C=C/c3ccccc3)CC2)CC1)N1CCOCC1	-8	1	-4	11	i	-7	7	1	i
CC(C)CC(NS(=O)(=O)c1ccccc1S(=O)(=O)NC(CC(C)C)C(=O)O)C(=O)O (configuration not stated)	11	-4	-8	4	i	-3	0	1	i
O=C(CSc1nc(C(F)(F)F)cc(=O)[nH]1)N1CCCC1	-5	4	-4	15	i	-1	1	-5	i
COCCn1c(SCc2nc3ccccc3s2)nc2ccccc21	-6	2	6	16	i	3	-4	1	i
O=C(CCSc1nc(-c2ccco2)cc(C(F)(F)F)n1)NCC1CCCO1 (configuration not stated)	-5	-3	-3	1	i	-8	-7	0	i
O=C(Nc1nnc(-c2ccco2)s1)C1CCN(S(=O)(=O)c2ccc(Cl)cc2)CC1	11	0	20	-5	i	7	-8	-3	i
CC(=O)Nc1ccc(NC(=O)N2CCOCC2)cc1	10	-2	-4	0	i	6	3	0	i
COc1ccc(C(=O)NC(=S)SCC(=O)O)cc1	37	1	-5	-4	i	-2	-9	3	i
Cc1cnc(C(=O)OCC(=O)N2CC(C)CC(C)C2)cn1 (configuration not stated)	-2	-2	-6	14	i	-3	-3	1	i
Cc1nc2ccc(C(=O)N/N=C/c3ccccc3O)cc2[nH]1	-1	1	-1	-1	i	-1	3	2	i
Cc1nccn1-c1c([N+](=O)[O-])c(=O)n(C)c2ccccc12	9	6	0	-7	i	-4	0	-1	i
Cc1ccccc1NC(=O)CCn1c(=O)oc2ccccc21	0	-5	-1	0	i	-6	0	-2	i
CC(C)(C)n1nc2c(c1NC(=O)COc1ccc3ccccc3c1)CS(=O)C2 (configuration not stated)	-37	3	-9	9	i	2	0	-4	i
COc1ccccc1-n1c(SCC(=O)N2CCOCC2)nc2cccnc21	-2	-12	-8	-16	i	3	1	0	i
O=C(Cn1cccn1)N1CCCC(N2CCN(c3ccccc3F)CC2)C1 (configuration not stated)	5	0	-4	14	i	2	-6	-1	i
CC(C)CCn1c(N2CCCC2)nc2c1c(=O)[nH]c(=O)n2C	-13	0	-5	3	i	1	1	0	i
Cc1ccc(/C(C#N)=C\c2ccc(N3CCOCC3)o2)cc1	-110	27	4	26	i	5	-52	-3	x
Cc1ccc2nc(SCC(=O)Nc3cccc4ccccc34)nc(=O)n2c1	13	1	-1	-18	i	-4	-7	0	i
N#C/C(=C/c1cn(CC(=O)O)c2ccccc12)c1ccc(F)cc1	5	-10	16	-5	i	0	6	-5	i
Cn1cc(S(=O)(=O)N2CCCC2)cc1C(=O)NCc1ccc(Cl)cc1	3	-3	2	-9	i	-9	1	0	i
CCN(CC)S(=O)(=O)c1cc(C(=O)OC(C)C(=O)NCc2ccco2)ccc1C (configuration not stated)	1	-3	-3	-10	i	0	2	0	i
COc1ccc(S(=O)(=O)N2CCOCC2)cc1NC(=O)CN1C(=O)CN(C)C1=O	1	-3	1	-4	i	8	3	3	i
CCCN1CCn2c3c(c4cc(Br)ccc42)CCCC31 (configuration not stated)	-4	-5	17	10	i	-6	-2	3	i
COc1ccccc1NC(=O)COC(=O)/C=C/c1ccccc1[N+](=O)[O-]	-4	2	14	-1	i	-4	11	-2	i
COc1cccc(C2C3=C(N=C4SCC(=O)N42)c2ccccc2CC3)c1OC (configuration not stated)	-77	0	14	33	i	19	-6	0	i
COc1cc([N+](=O)[O-])ccc1NC(=O)CCCOc1ccc(C)cc1	-10	-4	31	1	i	1	4	-2	i
CC(=O)Oc1ccc2c(=O)c(Oc3ccccc3)c(C)oc2c1OC(C)=O	-1	3	-4	3	i	3	3	2	i
COC(=O)c1ccccc1NC(=O)Cn1ccnc1	12	-3	-7	14	i	7	0	0	i
CN(C)S(=O)(=O)Oc1ccsc1C(=O)Nc1ccccc1Cl	-3	3	20	-17	i	-10	2	1	i

The list goes on.
SMILES	PABP1 MLLE inh	CSN inh	FAS-TE inh	SKN-1 inh	Neddylation inh	NadD inh	MT1-MMP act inh	Rin1 Abl inh	Rpn11 inh
C=CC[C@H](CC(=O)NCCO)C(=O)NC[C@@H](OC(=O)[C@@H](CC=C)Cc1ccc(F)cc1)c1ccccc1	11	-3	-2	2	i	0	1	2	i
COc1ccc(CNC(=O)c2ccc(C)o2)cc1	-13	-3	-6	10	i	-5	-4	4	i
CC(NC(=S)Nc1ccc(F)cc1)C(c1cccs1)N1CCOCC1 (configuration not stated)	4	-1	-2	-9	i	-1	1	5	i
COc1ccc(OC)c(/C=N/NC(=O)c2[nH]ncc2Br)c1	0	1	-45	-4	x	-1	-4	-3	i
CNC(=O)CSc1nnc(C(C)C)n1C	18	-1	-8	-4	i	-3	0	-2	i
OCc1nnn(-c2ccccc2)c1CO	4	2	-1	14	i	-7	-1	1	i
CCOc1ccc2nc(SCC(=O)NCc3ccc(S(N)(=O)=O)cc3)[nH]c2c1	-72	1	-1	3	i	-5	3	-2	i
CCc1ccc(C(=O)CN2C(=O)NC3(CCc4ccccc43)C2=O)cc1 (configuration not stated)	-1	-1	14	11	i	2	2	2	i
Cc1cc(/C=N/O)c(C)n1-c1ccccc1	-17	-2	-13	8	i	-4	-1	-1	i
COC(=O)c1ccc(N2CCN(CCNC(=O)Nc3ccc(OC)cc3)CC2)cc1	-1	4	-3	-6	i	4	10	-2	i
C=CCn1c(SCc2n[nH]c(=S)n2-c2ccccc2)nnc1-c1ccccc1	-13	1	-5	-4	i	-2	2	-2	i
COc1ccccc1CNC(=O)c1cc(S(=O)(=O)N2CCOCC2)cn1C	13	-14	-3	17	i	1	1	-1	i
CCCn1c(SCC(=O)Nc2ccc(NC(=O)CC)cc2)nc2c1c(=O)n(C)c(=O)n2C	-7	-4	-3	1	i	-1	-2	6	i
Cc1ccc(C2CC(=O)NC3=C2C(=O)CCC3)cc1Br (configuration not stated)	-2	-5	-6	8	i	1	2	-2	i
O=C(NC(=S)Nc1ccc(O)cc1)c1cncc(Br)c1	24	3	-5	-10	i	-4	-2	1	i

4 of these compounds in another layout:
COc1ccc(OC)c(/C=N/NC(=O)c2[nH]ncc2Br)c1
  PABP1 MLLE inh: 0 | CSN inh: 1 | FAS-TE inh: -45 | SKN-1 inh: -4 | Neddylation inh: x | NadD inh: -1 | MT1-MMP act inh: -4 | Rin1 Abl inh: -3 | Rpn11 inh: i
CNC(=O)CSc1nnc(C(C)C)n1C
  PABP1 MLLE inh: 18 | CSN inh: -1 | FAS-TE inh: -8 | SKN-1 inh: -4 | Neddylation inh: i | NadD inh: -3 | MT1-MMP act inh: 0 | Rin1 Abl inh: -2 | Rpn11 inh: i
OCc1nnn(-c2ccccc2)c1CO
  PABP1 MLLE inh: 4 | CSN inh: 2 | FAS-TE inh: -1 | SKN-1 inh: 14 | Neddylation inh: i | NadD inh: -7 | MT1-MMP act inh: -1 | Rin1 Abl inh: 1 | Rpn11 inh: i
CCOc1ccc2nc(SCC(=O)NCc3ccc(S(N)(=O)=O)cc3)[nH]c2c1
  PABP1 MLLE inh: -72 | CSN inh: 1 | FAS-TE inh: -1 | SKN-1 inh: 3 | Neddylation inh: i | NadD inh: -5 | MT1-MMP act inh: 3 | Rin1 Abl inh: -2 | Rpn11 inh: i
